Source: PubChem BioAssay
SSB-PriA inh: K. pneumoniae PriA-SSBct interaction inhibition; AlphaScreen SSBct-PriA binding, biotinylated peptide; inhibition, % at 33 µM; hit rate 0.6% among 430,000; in the data active means inhibition mostly above about 37%, no sharp cut-off; inactive means mostly below about 20%;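 further: plate controls were negative control peptide for no effect and reference peptide for full effect; strong numbers were not always called active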
Numbers without * were called inactive; & = joins results of further samples. A portion of the library (hit frequency here may not be typical).

SMILES	SSB-PriA inh
NC(CCS(=O)(=O)c1ccc(Cl)cc1)=NOC(=O)c1ccccc1Cl	-9
COc1ccccc1-c1cc(C(=O)NCc2n[nH]c(=O)c3ccccc23)[nH]n1	-9
Cc1ccc(S(=O)(=O)N2CCOCC2)cc1NN=C(C#N)c1nc2ccccc2[nH]1	7
Cc1ncn(CC(=O)NCc2cnn3c2CCCC3)c(=O)c1C	-17
O=C(NCC1CCN(C(=O)c2ccoc2)CC1)c1ccc2ccccc2n1	-20
CCOc1ccc(C(=O)N2c3ccccc3NC(=O)C2CC(=O)Nc2cccc(C(F)(F)F)c2)cc1 (stereo not drawn)	-27&13
O=C(NCCCO)C(=O)Nc1ccc(N2CCCS2(=O)=O)cc1	4
Cc1cc(C)n(-c2cc(NC(=O)c3ncccn3)ncn2)n1	19
Cn1nc(N2CCC[C@H](C(=O)Nc3ccccc3C(N)=O)C2)ccc1=O	-12
CC(=O)c1cccc(NC(=O)CC2SC(=NN=Cc3ccccc3)NC2=O)c1 (stereo not drawn)	-11
CC(=O)NS(=O)(=O)c1ccc(NC(N)=Nc2nc(C)cc(C)n2)cc1	-10
COC1(CNC(=O)CCSc2ccccc2)Cc2ccccc2C1	-23
COc1ccccc1CCNC(=O)Cc1csc(Nc2cccc(Cl)c2)n1	6
O=C(NCCn1ccnc1-c1ncccn1)C1CC(=O)N(c2ccc(F)cc2)C1 (stereo not drawn)	116*
c1ccc(CNc2nc3ccccc3s2)cc1	-18
Cc1nc(-c2nnn(-c3cccc(Cl)c3)c2C)sc1C(=O)N1CCN(c2ccccc2)CC1	15
CS(=O)(=O)c1ccc(NC(=O)c2ncc(-c3ccccc3)o2)cc1	8
Cc1ccc(S(=O)(=O)N2CCCC(Oc3cnccn3)C2)s1 (stereo not drawn)	5
Cc1nnsc1C(=O)N1CCN(c2nc3c(C)cccc3s2)CC1	-10
O=C(c1cc(C2CC2)on1)N1CCN(c2cc(C(F)(F)F)ncn2)CC1	2
Cc1cccc(OCC(=O)NN=Cc2cc3c(cc2[N+](=O)[O-])OCO3)c1C	9
Cn1cc(C(O)CNC(=O)c2nc3ccccc3s2)c2ccccc21 (stereo not drawn)	1
O=C(Cc1csc(SCc2ccc(Cl)cc2)n1)Nc1ccc(Cl)c(Cl)c1	-7
Cc1c(C=NNC(=O)C2COc3ccc(C(C)(C)C)cc3O2)c2ccccc2n1C (stereo not drawn)	2
Cc1nc2ccccc2n1Cc1ccc(C(=O)NCCc2ccccc2)o1	-5
Cn1nc(CNC(=O)c2cnc3ccccc3n2)c2c1CCCC2	-7
N#Cc1ccsc1NC(=O)c1cccs1	-9&-8
CN(C)CCCN(C(=O)c1ccn(C)n1)c1nc2c(F)cc(F)cc2s1	6
O=C(Nc1cccc(-c2ccc3nncn3n2)c1)C1(c2cccs2)CCCC1	-10
Cc1ccc(-c2ccnc(SCC(=O)Nc3ccc(F)c(Cl)c3)n2)cc1C	-3
CC(C)c1ccc2nc(NC(=O)C3CCN(S(C)(=O)=O)CC3)sc2c1	1
O=S(=O)(Cc1ccccc1Cl)NCCCn1ccnc1-c1ccccc1	3
COc1cc(C=NN2CCCCC2)cc([N+](=O)[O-])c1O	-3
Cc1ccc(Cl)c2sc(NCc3ccccn3)nc12	-15&8
COc1ccc(CCC(=O)Nc2ccc(N3CCCCC3=O)c(OC)c2)cc1	-15
CCc1ccccc1NC(=O)C(=O)NCC1CCN(CCOC)CC1	-2
Cc1cc2c(c(=O)n1Cc1ccccn1)[C@H](c1ccc(Cl)cc1)C(C#N)C(=N)O2 (stereo partly drawn)	-14
O=C(NC[C@@H](c1cccs1)N1CCc2ccccc2C1)c1cccc(Br)c1	-13
CCOC(=O)NN=Cc1ccc([N+](=O)[O-])s1	4
O=C(NCCOc1ccc2nnc(-c3cccc(F)c3)n2n1)Nc1ccccc1Cl	-1
CCOC(=O)CCC(=O)N(Cc1ccccn1)c1nc2c(C(F)(F)F)cccc2s1	-15
Cc1cc(OC2CCN(S(=O)(=O)c3cn(C(C)C)cn3)CC2)cc(=O)o1	-14
Cc1ccc(C(=O)NN=Cc2ccc3c(c2)OCO3)cn1	12
O=C(Nc1nnc(CS(=O)(=O)c2ccccc2)o1)c1nc2ccccc2s1	-11
Cc1ccccc1C1CCN(C(=O)Cn2ncccc2=O)CCS1 (stereo not drawn)	-10

2 entries drawn at random from those above:
SMILES	SSB-PriA inh
COc1cc(C=NN2CCCCC2)cc([N+](=O)[O-])c1O	-3
Cc1cc(OC2CCN(S(=O)(=O)c3cn(C(C)C)cn3)CC2)cc(=O)o1	-14

Remaining list, next part
SMILES	SSB-PriA inh
NS(=O)(=O)c1ccc(CCNC(=O)C(=O)Nc2nc3ccccc3s2)cc1	-20
O=S(=O)(c1ccc(F)cc1)N1CCN(c2ccc(-c3cccs3)nn2)CC1	0
O=C(NCCn1nc(-c2ccsc2)cc1C1CC1)C1CCOC1 (stereo not drawn)	17
Cc1ncc(CO)c(/C=C2\Oc3cc(O)ccc3C2=O)c1O	-4
Cc1noc(-c2ccn3c(CNC(=O)C4Oc5ccccc5OC4C)nnc3c2)n1 (stereo not drawn)	-14
Cc1cc(O)c(C(c2ccc(Cl)c(Cl)c2)c2c(O)cc(C)n(C)c2=O)c(=O)n1C	3
CC(C)(C)c1ccc(S(=O)(=O)NCC(=O)Nc2ccc3c(c2)OCO3)cc1	0
S=c1[nH]nc(-c2ccncc2)n1N=C/C=C/c1ccco1	-20
O=C1NC(c2cccs2)C(C(=O)c2ccc(Cl)cc2)C(O)(C(F)(F)F)N1 (stereo not drawn)	-10
O=C(Nc1nc(C(=O)NCCc2ccc(Cl)cc2)cs1)c1ccccc1	-12
CS(=O)(=O)NC[C@H]1CC(=O)N(c2ccc3c(c2)OCO3)C1	-16
Cc1ccc(/C=C/S(=O)(=O)NCC(C)(O)c2ccc3c(c2)OCO3)cc1 (stereo not drawn)	6
O=C(NCc1ccncc1)C(=O)NN=Cc1ccccc1OCc1ccccc1	-4
CSc1cccc(NC(=O)COc2nc(C)nc3ccccc23)c1	-16
O=C(NCC1CCN(S(=O)(=O)c2cccnc2)CC1)c1cccc(C(F)(F)F)c1	-2
CSCCC(C)(O)CNC(=O)c1cccc(N(C)C)c1 (stereo not drawn)	-5
Cn1cccc1C(O)CN (stereo not drawn)	-5
CCc1c(C)nc2n(c1=O)C[C@H](C(=O)Nc1ccc(C(=O)OC)cc1)CS2	-9
CCS(=O)(=O)c1ccccc1C(=O)Nc1ccccc1-c1nc2ccccc2s1	-15
O=C(Nc1nc(-c2ccc(Br)s2)cs1)[C@@H]1COc2ccccc2O1	-3
Cn1cc(C(O)CNC(=O)c2ccco2)c2ccccc21 (stereo not drawn)	17
CC(=NNc1nc2ccccc2[nH]1)c1ccc2c(c1)OCO2	34
Cc1ccc2nc(-c3ccc(NC(=O)COc4cccc5c4OC(C)(C)C5)cc3)sc2c1	-10&-2
O=C(Nc1cnoc1)c1cc(-c2ccco2)on1	5
O=C(CSc1ccc(-c2nc(-c3ccccc3)no2)cn1)Nc1ccc(F)cc1F	-8
COc1cc(OC)cc(-c2nnc(NC(=O)c3cccc(OC)c3OC)o2)c1	-10
O=C(NCc1ccc2c(c1)OCO2)C1CCN(c2nccn3nc(-c4ccc(F)cc4)cc23)CC1	-11
CC(=O)Nc1ccc(S(=O)(=O)N2CCN=C2SCc2ccccc2F)cc1	-11
Cc1ccc(S(=O)(=O)N(C)c2ccsc2C(=O)NCc2ccccn2)cc1Cl	-3
COc1ccccc1CNC(=O)CSc1nnc2ccc(-c3ccccn3)nn12	-18

20 successive records already listed, quoted:
SMILES	SSB-PriA inh
CS(=O)(=O)NC[C@H]1CC(=O)N(c2ccc3c(c2)OCO3)C1	-16
Cc1ccc(/C=C/S(=O)(=O)NCC(C)(O)c2ccc3c(c2)OCO3)cc1 (stereo not drawn)	6
O=C(NCc1ccncc1)C(=O)NN=Cc1ccccc1OCc1ccccc1	-4
CSc1cccc(NC(=O)COc2nc(C)nc3ccccc23)c1	-16
O=C(NCC1CCN(S(=O)(=O)c2cccnc2)CC1)c1cccc(C(F)(F)F)c1	-2
CSCCC(C)(O)CNC(=O)c1cccc(N(C)C)c1 (stereo not drawn)	-5
Cn1cccc1C(O)CN (stereo not drawn)	-5
CCc1c(C)nc2n(c1=O)C[C@H](C(=O)Nc1ccc(C(=O)OC)cc1)CS2	-9
CCS(=O)(=O)c1ccccc1C(=O)Nc1ccccc1-c1nc2ccccc2s1	-15
O=C(Nc1nc(-c2ccc(Br)s2)cs1)[C@@H]1COc2ccccc2O1	-3
Cn1cc(C(O)CNC(=O)c2ccco2)c2ccccc21 (stereo not drawn)	17
CC(=NNc1nc2ccccc2[nH]1)c1ccc2c(c1)OCO2	34
Cc1ccc2nc(-c3ccc(NC(=O)COc4cccc5c4OC(C)(C)C5)cc3)sc2c1	-10&-2
O=C(Nc1cnoc1)c1cc(-c2ccco2)on1	5
O=C(CSc1ccc(-c2nc(-c3ccccc3)no2)cn1)Nc1ccc(F)cc1F	-8
COc1cc(OC)cc(-c2nnc(NC(=O)c3cccc(OC)c3OC)o2)c1	-10
O=C(NCc1ccc2c(c1)OCO2)C1CCN(c2nccn3nc(-c4ccc(F)cc4)cc23)CC1	-11
CC(=O)Nc1ccc(S(=O)(=O)N2CCN=C2SCc2ccccc2F)cc1	-11
Cc1ccc(S(=O)(=O)N(C)c2ccsc2C(=O)NCc2ccccn2)cc1Cl	-3
COc1ccccc1CNC(=O)CSc1nnc2ccc(-c3ccccn3)nn12	-18

(continued)
SMILES	SSB-PriA inh
CCC(=O)Nc1ccc(SCC(=O)OCc2ccccc2)nn1	7
Fc1ccc(C=NNc2nccnc2Cl)cc1	-10
CCCS(=O)(=O)N1CCCc2ccc(NS(=O)(=O)CC(C)C)cc21	1
COC(=O)c1ccc2c(=O)n(CCCC(=O)N3CCC(Cc4ccccc4)CC3)c(=S)[nH]c2c1	-7
Cc1ccccc1CN1C(=O)Nc2ccccc2S1(=O)=O	-11&-3
CCC1N(c2ccccc2)CCN1c1ccccc1	14
COCCn1c(SCC(=O)Nc2nccs2)nc2c(c1=O)SC(C)C2 (stereo not drawn)	-6
COc1ccc(-c2ccc(SCc3ccc(N4CCCC4=O)cc3)nn2)cc1OC	-2
CC(C)(Oc1ccc(Cl)cc1)C(=O)NN=Cc1cn[nH]c1-c1ccccc1	8
CCn1nc(C)c(S(=O)(=O)Nc2ccccc2-c2csc(C)n2)c1C	-8
CCc1ccc(C=c2sc(=CC(=O)C(C)(C)C)[nH]c2=O)cc1	-1
CC(=NNC(=O)COc1ccc(C#N)cc1)c1ccc(N2CCOCC2)cc1	12
CCC(=O)N1CCc2ccc(NC(=O)COc3ccc(Cl)cc3)cc2C1	7
COc1nn(C)cc1C(=O)NC[C@@](O)(c1ccccc1)C1CC1	-11
O=C(N/N=C\c1ccc(OC(=O)c2ccccn2)cc1)c1ccncc1	11
COc1ccc(-c2noc(CNC(=O)CN)n2)cc1	0
O=C(Cc1cccc2ccccc12)N1CCC(S(=O)(=O)c2ccccc2)CC1	-3
Cc1nc(CN2CCN(CCn3ccnc3-c3ccccc3)CC2)cs1	-18
CCN1CCN([C@@H](CNS(=O)(=O)c2ccc(F)cc2)c2cccnc2)CC1	-12
Cc1ccc(C(CNC(=O)C(=O)Nc2ccc([N+](=O)[O-])cc2C)N2CCOCC2)cc1 (stereo not drawn)	-14
C=CCn1c(SCCC(=O)Nc2ccc(F)cc2)nc2sc3c(c2c1=O)CCC(C)C3 (stereo not drawn)	-10
O=S(=O)(Cc1ccc(C(F)(F)F)cc1)N1CCC(c2ccsc2)CC1	-12
COc1ccc(Br)cc1Cn1nnc(C(=O)Nc2cc(Cl)ccc2OC)c1N	2
O=C(CSc1nccnc1N1CCc2ccccc2C1)Nc1cccc(Cl)c1	11
O=C(c1ccccc1C(F)(F)F)N1CCSC(c2ccco2)CC1 (stereo not drawn)	3
O=C(NC1CC(=O)N(c2ccc(F)cc2)C1)NN1CCOCC1 (stereo not drawn)	3
O=C(Cc1noc2ccccc12)Nc1cc(-n2ccc3ccccc32)ncn1	-14
CCN1C(=O)c2cccc3c(S(=O)(=O)N4CCC(Cc5ccccc5)CC4)ccc1c23	-12
CC(=O)NC(C)(C)C1CC=C(C)C(=NO)C1 (stereo not drawn)	-12
COc1ccc(CCNC(=O)Nc2ccccc2)cc1OC	-14
CCCCn1c(SCC(=O)Nc2ccc(NC(C)=O)cc2)nc2c(-c3ccccc3)c[nH]c2c1=O	-17
CN1c2cc(F)ccc2C(=O)NC12CCN(C(=O)c1ccc(Br)cc1)CC2	2
COC(=O)/C(C#N)=C/c1c(Oc2ccc(Cl)c(C)c2)nc2ccccn2c1=O	-4
Cc1ccc(C)c(N2CCN(c3ccc(S(=O)(=O)c4ccccc4)nn3)CC2)c1	-9
CCCCCCCCCCCCSCc1ccc(O)c2ncccc12	53
Cc1noc(C)c1C=NNc1ccccn1	12
c1ccc2c(c1)-c1ccccc1C2N1CCNCC1	-4
CN(C)c1ccc(CCNC(=O)c2ccc(F)cc2)cc1	-11
CCOc1c(C)cc(S(=O)(=O)Nc2ccc3c(c2)OCC(C)(C)C(=O)N3C)cc1C	-9
CN(C)c1cccc(C(=O)N(CCc2cccs2)Cc2ccoc2)c1	-9
CC(=O)c1ccc(NC(=O)CCCS(=O)(=O)c2ccc(C)cc2)cc1	4
COc1cccc([C@H]2C(C(C)=O)=C(C)Nc3ncnn32)c1OC	-11
Cc1ccc(-n2ncc(C#N)c2N=CN2CCOCC2)cc1	-5
O=C(NN=CC1CC=CCC1)c1ccc(Cl)cc1O (stereo not drawn)	-10
C=CCNC(=O)NCC1(c2cccs2)CCOCC1	-1
CN(C)C=NC(=S)Nc1ccc(Br)cc1F	-2
O=C(Cc1cc(-c2ccc3c(c2)OCCO3)on1)Nc1ccon1	-1
CC(C)c1ccc(C2C(=C(O)c3ccc(F)cc3)C(=O)C(=O)N2CCCN2CCOCC2)cc1 (stereo not drawn)	-3
COc1cc(C=NN2C(C)CCCC2C)cc(OC)c1O (stereo not drawn)	-8
Cc1ccc(-c2nc3ncccn3c2NC(=O)c2cccc(C(F)(F)F)c2)cc1	4
